Compound activity: PubChem BioAssay, National Center for Advancing Translational Sciences (NCATS)
ELG1 repair inh – ELG1-dependent DNA repair inhibition. HEK293T ELG1-luciferase reporter, luminescence, 16 h; DNA damage induced by 5-fluorouridine. Potency, µM (titrated, usually from 46.1 µM), for the others: top-dose activity change, negative = inhibition, actives largely listed as inhibitors. 2.3% of 330,000 active. AID 504467; further: potency means the concentration at half of the fitted maximal effect; on the % scale 0 is the no-effect control and ±100 the full control effect; nearly all actives have a fitted effect of over 55% in size
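5-Fluorouridine DNA damage + compound/DMSO, 2,000 cells/well, 16 h, 37 °C/5% CO2. ONE-Glo, 30 min RT, luminescence. Readout = decrease in reporter signal.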
Rab9 promoter act – activators of Rab9 promoter. AID 485297. 2.8% of 320,000 active. Potency, µM (top dose mostly 9.22 µM), for inactives: at the highest dose activation, negative = inhibition, hits mostly activators. Huh7 Rab9 promoter-luciferase reporter, luminescence, 24 h; further: potency means the concentration at half of the fitted maximal effect; % of control where 0% means no effect; nearly all actives have a fitted effect of over 60% in size
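Measured in stably transfected Huh7 cells bearing a Rab9 promoter–luciferase construct: 24 h compound treatment at 37 °C, followed by luminescence detection.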
RORg inh – inhibitors of mouse ROR gamma transcriptional activity. Potency, µM (series often up to 53.6 µM), for the others: at the highest dose activity change, negative = inhibition, hits mostly inhibitors. P51450. AID 2551. 5.4% of 310,000 active. Drosophila S2 Gal4-RORgamma UAS-luciferase reporter, 20 h; further: potency means the concentration at half of the fitted maximal effect; on the % scale 0 is the no-effect control and ±100 the full control effect; nearly all actives have a fitted effect of over 60% in size
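Using a luciferase readout, inhibitors were identified by reduced reporter activity in Drosophila cells coexpressing a copper-inducible Gal4–ROR gamma fusion and UAS-driven Photinus luciferase, incubated 20 hr after 700 uM copper sulfate.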
Mito fusion yeast – mitochondrial division inhibition or fusion activation. S. cerevisiae fusion-defective mutant growth rescue, CellTiterGlo 48 h. Potency, µM (doses to about 46.1 µM), for inactives: top-dose growth rescue (activation), actives largely listed as activators. 0.23% of 320,000 active. AID 485298;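 further: potency means the concentration at half of the fitted maximal effect; % of control where 0% means no effect; nearly all actives have a fitted effect of over 45% in size; temperature-sensitive fusion mutants such as fzo1-1 at 37 °C on non-fermentable ethanol glycerol medium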
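Yeast fusion mutant, YPEG (non-fermentable carbon), compound, 48 h at 37C non-permissive; CellTiterGlo added, 10 min RT, luminescence read. Rescued growth = division inhibition.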
PKM2 activator – PKM2 (human) enzyme activation; purified PKM2, Kinase-Glo ATP luminescence, activation; response scale: 0% is enzyme alone, no compound; AID 1631; 0.34% of 260,000 active; Potency, µM (highest dose often 57.5 µM), without a hit: top-dose activation, most hits filed as activators; further: potency means the concentration at half of the fitted maximal effect; on the % scale 0 is the no-effect control and ±100 the full control effect; nearly all actives have a fitted effect of over 55% in size
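Purified hPK-M2 (>95% pure) converted ADP (0.1 mM final) to ATP with 0.5 mM PEP in 50 mM imidazole pH7.2, KCl, MgCl2, Tween 20, BSA; 1 h at room temperature. ATP detected by Kinase-Glo luminescence.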
FLuc modulator – firefly luciferase modulation, counter-screen for miR-21 project. P08659. purified FLuc, Km substrates, luminescence inhibition. Potency, µM (highest dose often 57.5 µM), inactives show at the top dose activity change, negative = inhibition, actives largely listed as inhibitors. 6.9% of 360,000 active;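 further: potency means the concentration at half of the fitted maximal effect; plate controls were vehicle for no effect and reference inhibitor for full effect; nearly all actives have a fitted effect of over 55% in size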
Target sequence (P08659 whole entry, looked up): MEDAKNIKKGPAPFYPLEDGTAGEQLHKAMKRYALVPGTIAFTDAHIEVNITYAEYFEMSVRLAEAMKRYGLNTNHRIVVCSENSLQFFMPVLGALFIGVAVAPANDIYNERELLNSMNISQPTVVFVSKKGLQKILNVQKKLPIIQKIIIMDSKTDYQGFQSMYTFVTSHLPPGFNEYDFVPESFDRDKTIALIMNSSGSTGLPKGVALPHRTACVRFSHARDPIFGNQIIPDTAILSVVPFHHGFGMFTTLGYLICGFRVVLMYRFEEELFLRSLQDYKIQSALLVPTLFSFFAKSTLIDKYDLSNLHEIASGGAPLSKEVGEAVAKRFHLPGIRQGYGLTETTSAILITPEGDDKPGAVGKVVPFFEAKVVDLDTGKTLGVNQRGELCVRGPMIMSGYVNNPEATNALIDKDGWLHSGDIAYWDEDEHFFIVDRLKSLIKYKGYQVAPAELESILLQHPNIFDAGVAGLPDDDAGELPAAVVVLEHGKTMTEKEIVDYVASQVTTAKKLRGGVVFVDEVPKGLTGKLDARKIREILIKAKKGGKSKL
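Purified P. pyralis luciferase, 10 nM final, with Km-level 10 uM D-luciferin and 10 uM ATP in 50 mM Tris acetate pH 7.5, 10 mM Mg acetate, 0.01% Tween-20, 0.05% BSA; 6-point qHTS titration about 60 µM downward; luminescence read.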
KCNH2 3.1 inh – inhibitors of human KCNH2 3.1 potassium channel isoform; 0.95% of 340,000 active; activity change, % (tested at about 1.8 µM); U2OS KCNH2 3.1, thallium flux FluxOr; active compounds read low;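 active means maximum activity change below -70%; inconclusive means maximum activity change from -70% to -50%; inactive means maximum activity change above -50%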;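 further: thallium influx rate constant from kinetic fluorescence after stimulation buffer; on the % scale 0 is the no-effect control and ±100 the full control effect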
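Virally transduced U2OS (3.1 isoform, 4 h infection in dark at RT) → overnight 37 C → FluxOr + Red40 in HBSS/HEPES, 45 min → stimulation buffer, 2 min kinetic read → rate constant vs DMSO controls.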
VP16 counter – Gal4-VP16 reporter inhibition counter-screen | Drosophila S2 Gal4-VP16 UAS-luciferase, luminescence, 20 h | Potency, µM (highest dose often 53.6 µM), for the others: at the top dose activity, negative = inhibition, most hits filed as inhibitors | 3.5% of 310,000 active;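 further: Gal4-VP16 expression switched on by copper sulfate through the metallothionein promoter; potency means the concentration at half of the fitted maximal effect; on the % scale 0 is the no-effect control and ±100 the full control effect; nearly all actives have a fitted effect of over 50% in size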
NPC1 promoter act – activators of NPC1 promoter; Huh7 NPC1 promoter luciferase reporter, 24 h; Potency, µM (titrated, usually from 9.22 µM), without a hit: at the top dose activation, actives largely listed as activators; 2.4% of 320,000 active;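 further: potency means the concentration at half of the fitted maximal effect; % of control where 0% means no effect; nearly all actives have a fitted effect of over 60% in size; reporter is driven by a mutant NPC1 promoter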
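Readout is luciferase luminescence, reflecting NPC1 promoter activation in stably transfected Huh7 cells after 24 h compound exposure at 37 °C in reduced-serum medium with 10% FBS.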
Menin MLL FP TR – displaces Texas Red mutant MLL peptide from human menin. Menin + Texas Red MLL mutant peptide, fluorescence polarization. 0.23% of 270,000 active. Potency, µM (top dose mostly 61.6 µM), inactives show at the top dose FP activity change, negative = inhibition, most hits filed as inhibitors; active means well fitted inhibition curve with a large enough effect in the polarisation, with a control signal flat, not every such curve was filed as active; inconclusive means small, poorly fitted or top-dose-only effect, or effect the other way, or a change in a side signal; inactive means no such curve, though single readings can be large or run the other way; the % refers to the polarisation; further: potency means the concentration at half of the fitted maximal effect; % of control where 0% means no effect; many of its hits are not listed in these tables
MBNL1 CUG block – inhibitors of human MBNL1 binding to CUG repeat RNA; TR-FRET MBNL1-His/biotin-(CUG)12 binding, 665/545 ratio; Potency, µM (highest dose often 57.5 µM), for the others: top-dose activity change, negative = inhibition, hits mostly inhibitors; 0.036% of 280,000 active; Q9NR56; active means well fitted inhibition curve with a large enough effect in the signal ratio, with a control signal flat, not every such curve was filed as active; inconclusive means small, poorly fitted or top-dose-only effect, or effect the other way, or a change in a side signal; inactive means no such curve, though single readings can be large or run the other way; the % refers to the signal ratio; further: potency means the concentration at half of the fitted maximal effect; on the % scale 0 is the no-effect control and ±100 the full control effect
Target sequence (Q9NR56 whole entry, looked up): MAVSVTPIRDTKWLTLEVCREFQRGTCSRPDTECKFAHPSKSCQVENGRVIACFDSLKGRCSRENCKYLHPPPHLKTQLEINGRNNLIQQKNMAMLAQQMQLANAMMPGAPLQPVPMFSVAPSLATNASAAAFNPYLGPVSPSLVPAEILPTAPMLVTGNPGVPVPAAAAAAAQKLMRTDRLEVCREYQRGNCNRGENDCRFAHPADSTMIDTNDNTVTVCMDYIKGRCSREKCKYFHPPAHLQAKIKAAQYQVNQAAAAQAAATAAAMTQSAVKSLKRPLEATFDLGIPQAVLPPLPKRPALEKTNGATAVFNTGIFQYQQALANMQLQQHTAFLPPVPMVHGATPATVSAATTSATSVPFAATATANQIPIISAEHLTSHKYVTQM
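His-tagged MBNL1 binding to biotinylated (CUG)12 RNA was measured by TR-FRET using terbium anti-His antibody (0.055 ng/ul final) and streptavidin-XL665 (5 nM final). Compounds were titrated 92 nM to 58 uM; 60 min at room temperature.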
The depositor's hits bear a star; ? = inconclusive; . = no result given; [ ] = another dose, or the depositor's remark. Unless noted, the call rests on the fitted dose curve; in most records, active means well fitted curve in the direction sought with a large enough effect; inconclusive means small, poorly fitted or top-dose-only effect, or another doubt; inactive means no such curve, though single readings can be large; an effect the other way counts as inactive or inconclusive. Only part of the results is shown (hit frequency here may not be typical).

SMILES | ELG1 repair inh | Rab9 promoter act | RORg inh | Mito fusion yeast | PKM2 activator | FLuc modulator | KCNH2 3.1 inh | VP16 counter | NPC1 promoter act | Menin MLL FP TR | MBNL1 CUG block
COc1ccc(Nc2nnc(SCC3CCCO3)s2)cc1 (centres undefined) | ? | ? | 24% | 1% | -3% | 19µM* | -13 | 0% | 28% | -19% | -3%
Oc1ccc[n+](/C=C\c2ccccc2)c1 | ? | 7% | . | 3% | . | -1% | 14 | . | -3% | . | .
O=C1CNC(=S)N1CCc1ccc(Cl)cc1 | 2% | 0% | -31% | -6% | 4% | 5% | -12 | 2% | -6% | . | .
CCCN(CCC)C(=O)CCSCCC(=O)N(CCC)CCC | -12% | -4% | 16% | -1% | 20% | 7% | 2 | 0% | 2% | -9% | 6%
O=S(=O)(c1ccc(Cl)cc1)N1CCCC1c1nc(-c2cccc(Cl)c2)no1 (centres undefined) | -5% | 0% | 22% | -1% | -9% | 3% | 8 | -4% | 2% | -9% | 9%
COC(=O)c1cc(C(=O)OCC(=O)NNC(=O)c2cccs2)cc([N+](=O)[O-])c1 | -2% | 1% | . | 0% | . | 1% | 13 | . | -1% | . | .
O=S(=O)(CC(O)CS(=O)(=O)c1ccc(Cl)cc1)c1ccccc1 (centres undefined) | 9% | -1% | -8% | -4% | 3% | -1% | 16 | -3% | -6% | . | 6%
COc1cccc(CN2CC(C(=O)N(C)CCc3ccccc3)CCC2=O)c1 (centres undefined) | 0% | -1% | -3% | 4% | . | 1% | -12 | -8% | 1% | -12% | -5%
Cc1c(Cl)cccc1NC(=O)c1nc(C)n(-c2cc(OC(C)C)c(Cl)cc2Cl)n1 | 3% | 0% | ? | -8% | 13% | 0% | -23 | -24% | -6% | -1% | -6%
CCN(CC)CCNC(=O)c1sc2ncn(CC(=O)Nc3ccc(C)c(Cl)c3)c(=O)c2c1C | 24% | -4% | -18% | 12% | -6% | 2% | -12 | -8% | -6% | 1% | 1%
CCOc1ccc2nc(N3C(=O)CNC3=S)sc2c1 | ? | 0.56µM* | 1µM* | 16% | -53% | 0.85µM* | -11 | 2.8µM* | 0.71µM* | . | 0%
Cc1cccc(N(CC(=O)NCCSc2nc3ccccc3s2)S(=O)(=O)c2ccccc2)c1 | 16µM* | -3% | ? | -10% | -3% | -1% | . | 10% | 0% | 4% | -26%
CN(C)CCNc1ncnc2c1sc1nc(-c3ccccc3)c3c(c12)CCCC3 | ? | -9% | ? | -14% | 9% | -3% | 0 | 2.8µM* | 0% | . | -17%
COc1cc2[nH]c(C(=O)NCC3CCCO3)cc2c(OC)c1OC (centres undefined) | ? | -1% | -1% | -30% | . | 5% | 0 | 1% | -4% | -3% | -2%
Cc1ccc(NC2=C(Cl)C(=O)OC2OC(C)C)cc1 (centres undefined) | 7% | 0% | -1% | 1% | . | 1% | -7 | -9% | -2% | 0% | -4%
O=S(=O)(c1cccc2cccnc12)N1CCCCC1 | 9% | 16% | 2% | 0% | -8% | 2% | 17 | 1% | -2% | . | -4%
COC(=O)[C@H](Cc1ccccc1)NC(=O)N1CCN(c2ccc(F)cc2)CC1 | 0% | -1% | 43% | 2% | -2% | -2% | 34 | -22% | -3% | . | 9%
CC(C(=O)Nc1ccccc1-c1ccccc1)N1CCN(Cc2ccccc2)CC1 (centres undefined) | -11% | 0% | -13% | -3% | 0% | 8% | -76* | 0% | -10% | ? | -9%
CCN(CC)S(=O)(=O)c1cccc(-c2nn(-c3ccccc3)cc2/C=C(\C#N)C(=O)NCc2ccco2)c1 | ? | -8% | 8% | -3% | 4% | 4% | -35 | 2% | -5% | 0% | 3%
COc1ccccc1NC(=O)C1CCN(C(=O)NCc2ccccc2)CC1 | 1% | 1% | -8% | -5% | -8% | 0% | 17 | -1% | -2% | -17% | -4%

Four records drawn at random from the list so far:
SMILES | ELG1 repair inh | Rab9 promoter act | RORg inh | Mito fusion yeast | PKM2 activator | FLuc modulator | KCNH2 3.1 inh | VP16 counter | NPC1 promoter act | Menin MLL FP TR | MBNL1 CUG block
Cc1c(Cl)cccc1NC(=O)c1nc(C)n(-c2cc(OC(C)C)c(Cl)cc2Cl)n1 | 3% | 0% | ? | -8% | 13% | 0% | -23 | -24% | -6% | -1% | -6%
COC(=O)c1cc(C(=O)OCC(=O)NNC(=O)c2cccs2)cc([N+](=O)[O-])c1 | -2% | 1% | . | 0% | . | 1% | 13 | . | -1% | . | .
COc1cc2[nH]c(C(=O)NCC3CCCO3)cc2c(OC)c1OC (centres undefined) | ? | -1% | -1% | -30% | . | 5% | 0 | 1% | -4% | -3% | -2%
CN(C)CCNc1ncnc2c1sc1nc(-c3ccccc3)c3c(c12)CCCC3 | ? | -9% | ? | -14% | 9% | -3% | 0 | 2.8µM* | 0% | . | -17%

Continuation.
SMILES | ELG1 repair inh | Rab9 promoter act | RORg inh | Mito fusion yeast | PKM2 activator | FLuc modulator | KCNH2 3.1 inh | VP16 counter | NPC1 promoter act | Menin MLL FP TR | MBNL1 CUG block
Cc1nn(CCS(=O)(=O)c2ccc(Cl)cc2)c(C)c1Br | -7% | -2% | 34% | 6% | -1% | -3% | 8 | 1% | 0% | . | -13%
O=[N+]([O-])c1ccc(-c2nc(C(Cl)Cl)c3ccccc3n2)cc1 | 5.2µM* | -55%[inhibitor] | -40% | 7% | -2% | 3% | -6 | -22% | -37%[inhibitor] | . | 9%
O=C(NC1CCCCCC1)C1c2ccccc2C(=O)N1Cc1cccs1 (centres undefined) | 0% | 0% | -6% | -3% | 0% | 1% | 0 | -5% | -6% | 1% | .
CCOC(=O)NC(NS(=O)(=O)c1ccccc1)(C(=O)OCC)C(F)(F)F (centres undefined) | -1% | -2% | -9% | -8% | -11% | 2% | 1 | -18% | 0% | 0% | -7%
CC1CN(C(=O)CSc2nnc(-c3ccccc3)o2)CC(C)O1 (centres undefined) | 12% | -1% | 2% | 2% | -9% | -1% | 1 | 1% | 2% | . | 0%
COC(CNC(=O)c1ccc2c3c(onc13)-c1ccccc1C2=O)OC | ? | ? | ? | -11% | 27% | 15µM* | 1 | ? | ? | . | ?
COc1cc(/C=N/NC(=O)c2cccc([N+](=O)[O-])c2)ccc1OCc1ccc(C)cc1 | ? | 0% | 2.5µM* | -1% | -6% | 21µM* | -20 | -7% | -4% | . | -3%
CC[N+]1(CC)CC2=Cc3ccccc3CC2C1 (centres undefined) | -8% | -5% | 5% | 15% | -7% | -1% | -7 | -9% | -6% | 2% | -2%
CC(C)(C)CC(=O)Nc1nn[nH]n1 | 1% | 2% | -4% | 0% | 5% | -2% | 3 | 10% | -1% | -3% | .
O=C(OCc1nnc(-c2ccccc2)o1)c1cccc(S(=O)(=O)N2CCOCC2)c1 | ? | 2% | . | 2% | . | -19% | -3 | . | 1% | . | .
COc1ccccc1C(=O)NC(=O)OCCn1c(C)cnc1[N+](=O)[O-] | -9% | 1% | -21% | 1% | . | -2% | 24 | -7% | 2% | -1% | ?
OCC1(CC2CCCCO2)CCN(Cc2nc3ccccc3[nH]2)CC1 (centres undefined) | 4% | -5% | -1% | -1% | 1% | 2% | 4 | 10% | -2% | -18% | 7%
Cc1ccc(-n2c(=O)cc(N3CCC(C)CC3)[nH]c2=O)cc1 | 15% | 5% | 5% | -2% | -1% | 0% | -6 | 4% | -1% | -21% | 3%
O=C(/C=C/c1ccc(N2CCOCC2)cc1)c1ccccc1 | ? | 4.5µM* | ? | -1% | -20% | 0.95µM* | 2 | 0% | 2µM* | 0% | 7%
NS(=O)(=O)c1ccc(NC(=O)c2ccc(CNS(=O)(=O)c3cc(C(F)(F)F)ccc3Cl)cc2)cc1 | -1% | -4% | 23% | 5% | 2% | 3% | 11 | -3% | -4% | ? | 11%
CCOc1ccc(NC(=O)/C=C/c2ccccc2)c([N+](=O)[O-])c1 | ? | ? | 3% | 2% | -13% | ? | -6 | -9% | 25% | 18% | 8%
